Source: PubChem BioAssay (several laboratories)
NS3 helicase inh – inhibitors of HCV NS3 helicase, primary screen, biochemical, Cy5 molecular beacon fluorescence; Hepatitis C virus NS3 helicase; NS3 helicase DNA unwinding; inhibition, % at 10.9 µM; actives 0.56% (n = 290,000);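 active = inhibition above the mean of all tested compounds plus 3 SD, set per campaign, cut at about 35% in these data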;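 note: 0% = DMSO wells and 100% = thioflavine S control wells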
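Compound dosing – single dose, 10.9 µM nominal final, DMSO 0.8% final · System – NS3 helicase fragment of HCV · Buffer or medium – MOPS pH 6.5, MgCl2, DTT, Tween20, BSA · Signal – Cy5 beacon fluorescence read at start and 1 h · Also added – annealed dual-labelled DNA beacon duplex, ATP-started · Schedule – 1 h at 25 °C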
PHOSPHO1 inh – PubChem AID 1565; Phosphoethanolamine/phosphocholine phosphatase (Homo sapiens), Q8TCT1; recombinant PHOSPHO1, absorbance phosphatase assay; inhibition, % at 13.3 µM; actives 1.1% (n = 290,000); in the data active = inhibition above about 60%
GPR7 antagonist – GPR7 receptor antagonists, primary screen, cell-based, fluorescence, single concentration; inhibition, % at 4.4 µM; GPR7-expressing cells, fluorescence antagonist assay; Neuropeptides B/W receptor type 1 (Homo sapiens), P48145; actives 1.1% (n = 290,000); AID 1861, 2009; in the data active = inhibition above about 16%, passing the limit was not always enough;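 note: cells stimulated with the agonist NPW; 0% = agonist with vehicle and 100% = vehicle without agonist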
Target sequence (P48145 whole entry, looked up): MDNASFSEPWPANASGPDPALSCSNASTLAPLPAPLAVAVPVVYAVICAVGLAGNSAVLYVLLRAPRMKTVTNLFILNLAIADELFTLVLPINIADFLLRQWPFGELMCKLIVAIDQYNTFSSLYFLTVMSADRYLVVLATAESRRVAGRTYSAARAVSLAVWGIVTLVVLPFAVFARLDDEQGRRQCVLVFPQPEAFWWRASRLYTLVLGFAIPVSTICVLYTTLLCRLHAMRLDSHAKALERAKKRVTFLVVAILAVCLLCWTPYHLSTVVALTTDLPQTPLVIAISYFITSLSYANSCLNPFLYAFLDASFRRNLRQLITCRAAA
OXTR ag – human OXTR agonists, primary screen, fluorescence, CHO-OTR cells, Fluo-8 calcium; Oxytocin receptor (Homo sapiens), P30559; Fluo-8 calcium fluorescence; normalized: DMSO 0%, oxytocin 100%; activation, % at 3 µM; actives 0.32% (n = 320,000);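 active = activation above the mean of all tested compounds plus 3 SD, cutoff set per screening run, cut at about 20% in these data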;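 note: peak over basal fluorescence ratio from a 100 s FLIPR kinetic read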
IMP-1 inhibitor – IMP-1 metallo-beta-lactamase inhibitors, primary screen, biochemical, epi-absorbance readout, Pseudomonas aeruginosa enzyme | metallo-beta-lactamase IMP-1 (Pseudomonas aeruginosa) | purified IMP-1, nitrocefin hydrolysis, epi-absorbance fluorescence | inhibition, % at 5.6 µM | actives 0.45% (n = 290,000) | AID 1556, 2009;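 active = inhibition above the mean plus 3 SD of all compounds in the same screening run, cut at about 4.5% in these data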;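 note: 0% = IMP-1 with DMSO and 100% = DMSO wells lacking enzyme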
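Test system: recombinant IMP-1 enzyme, purified / Medium: HEPES buffer pH 7.1 with ZnSO4 and Brij 35 / Doses: single dose, 5.6 µM / Times: 25 °C, 15 min preincubation, 25 min reaction / Detection: Epi-absorbance via hydrolysed-nitrocefin quenching of white-plate fluorescence, 480/530 nm, EDTA stop / Evaluation: percent inhibition from optical density relative to buffer-blank wells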
V1aR counter – agonists of human V1a receptor, primary screen, counter-screen for OXTR agonist project, fluorescence, CHO-V1R cells; Vasopressin V1a receptor (Homo sapiens), P37288; Fluo-8 calcium fluorescence, agonist mode; 0% DMSO, 100% 3 nM vasopressin; activation, % at 3 µM; actives 0.25% (n = 320,000); AID 2797, 2010;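 active = activation above the mean activation of all tested compounds plus 3 SD, per screening run, cut at about 20% in these data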;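 note: signal is peak over basal fluorescence ratio across a 100 second FLIPR read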
Target sequence (P37288 whole entry, looked up): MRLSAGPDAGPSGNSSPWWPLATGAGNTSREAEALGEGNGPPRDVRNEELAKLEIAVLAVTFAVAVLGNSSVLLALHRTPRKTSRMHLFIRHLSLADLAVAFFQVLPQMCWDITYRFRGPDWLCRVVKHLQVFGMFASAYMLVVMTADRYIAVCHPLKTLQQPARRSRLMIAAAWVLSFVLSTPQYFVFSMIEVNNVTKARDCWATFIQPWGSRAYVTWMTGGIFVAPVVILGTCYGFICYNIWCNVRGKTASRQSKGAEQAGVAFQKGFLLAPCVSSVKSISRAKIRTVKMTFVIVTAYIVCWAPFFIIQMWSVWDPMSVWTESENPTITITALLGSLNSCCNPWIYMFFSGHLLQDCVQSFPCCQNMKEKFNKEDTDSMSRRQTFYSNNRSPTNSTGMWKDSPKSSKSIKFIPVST
FID counter – compounds displacing fluorescent DNA intercalator, primary screen, artefact control for HCV NS3 helicase inhibitor project, biochemical, FID fluorescence; inhibition, % at 7.9 µM; AID 1845, 2009; actives 0.17% (n = 290,000); DNA fluorescent intercalator displacement; in the data active = inhibition above about 37%;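 note: 0% = vehicle and 100% = reference compound; higher means more ethidium bromide displaced from hairpin DNA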
VIM-2 inh – VIM-2 metallo-beta-lactamase inhibitors, primary screen, biochemical, epi-absorbance readout, Pseudomonas aeruginosa enzyme; actives 0.89% (n = 290,000); AID 1527, 2009; purified VIM-2, nitrocefin hydrolysis, epi-absorbance fluorescence; inhibition, % at 5.6 µM;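 active = inhibition above the mean of all tested compounds plus 3 SD, cutoff set per screening run, cut at about 7.5% in these data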;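 note: red hydrolysis product quenches plate fluorescence so inhibitors raise well fluorescence; 0% = enzyme with DMSO and 100% = DMSO without enzyme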
GalR3 antag – GalR3 antagonists in HEK293 cells, primary screen, cell-based, fluorescence readout; Galanin receptor type 3 (Homo sapiens), O60755; HEK293 GalR3-CNG cAMP membrane potential fluorescence; galR3 body fused to GalR1 C-terminus; inhibition, % at 3 µM; actives 0.44% (n = 360,000); AID 651719, 2012;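 active = inhibition above the screen-wide average plus 3 SD, cut at about 13% in these data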;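 note: forskolin and galanin both at EC90 stimulate the cells; cAMP rise reported by CNG channel membrane potential dye signal; 0% = forskolin plus galanin with DMSO and 100% = forskolin alone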
Target sequence (O60755 1-299 limits assumed): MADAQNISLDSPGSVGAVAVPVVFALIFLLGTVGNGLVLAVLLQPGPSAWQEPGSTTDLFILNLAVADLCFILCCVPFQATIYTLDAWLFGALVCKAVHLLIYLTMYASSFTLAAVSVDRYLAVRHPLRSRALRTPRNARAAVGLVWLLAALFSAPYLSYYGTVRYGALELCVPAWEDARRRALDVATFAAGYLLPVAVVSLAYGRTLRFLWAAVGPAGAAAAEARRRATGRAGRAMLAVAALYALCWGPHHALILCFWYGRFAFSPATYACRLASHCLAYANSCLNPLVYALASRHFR
An asterisk follows results filed as active. Not a hit list; about 4.3% have a hit in one of these screens.

`CCCCC(=O)N(c1ccc(OCC)cc1)C1C=CS(=O)(=O)C1` (stereo unspecified) gave NS3 helicase inh -0.3, PHOSPHO1 inh -9.8, GPR7 antagonist 11.4, OXTR ag -0.8, IMP-1 inhibitor 3.1, V1aR counter 0.2, FID counter -26.8, VIM-2 inh 0.7 and GalR3 antag 2.7.
COCCn1c(SCc2nnc(-c3ccc(OC)c(OC)c3)o2)nnc1-c1ccncc1 was read as NS3 helicase inh -2.9, PHOSPHO1 inh 43.2, GPR7 antagonist -12.3, OXTR ag 4.5, IMP-1 inhibitor -2.9, V1aR counter -0.1, FID counter -14.0, VIM-2 inh -3.4 and GalR3 antag -4.7.
`CN1C(=O)NC(NC(=O)c2ccco2)(C(F)(F)F)C1=O` (stereo unspecified) gave NS3 helicase inh -0.8, PHOSPHO1 inh -3.0, GPR7 antagonist -10.0, OXTR ag 0.7, IMP-1 inhibitor -1.7, V1aR counter 1.2, FID counter -2.3, VIM-2 inh -2.2 and GalR3 antag -0.7.
Screening CC(=O)Oc1ccc2c(c1)C(=O)c1ccccc1CO2 returned NS3 helicase inh 2.6, PHOSPHO1 inh -6.4, GPR7 antagonist 1.2, OXTR ag -2.0, IMP-1 inhibitor -1.5, V1aR counter -0.3, FID counter -5.3, VIM-2 inh -0.4 and GalR3 antag 0.9.
COc1cccc(-c2noc(C3CCCN(C(=O)c4ccc(F)cc4F)C3)n2)c1 (stereo unspecified) was read as NS3 helicase inh 0.6, PHOSPHO1 inh 44.4, GPR7 antagonist -16.3, OXTR ag -2.9, IMP-1 inhibitor -4.6, V1aR counter 0.7, FID counter -31.1, VIM-2 inh -1.6 and GalR3 antag -6.4.
For COc1cc(Br)c(-c2sc(Nc3ccccc3)n[n+]2-c2ccc(F)cc2)cc1OC the results were NS3 helicase inh 45.3*, PHOSPHO1 inh -18.6, GPR7 antagonist -9.4, OXTR ag 1.4, IMP-1 inhibitor -3.9, V1aR counter 0.7, FID counter -16.6, VIM-2 inh -3.9 and GalR3 antag -8.8.
For CCN(CC)c1ccc(NC(=O)c2ccccc2F)cc1 the results were NS3 helicase inh 1.7, PHOSPHO1 inh 62.5*, GPR7 antagonist 16.1, OXTR ag -1.9, IMP-1 inhibitor -2.4, V1aR counter -0.8, FID counter 0.2, VIM-2 inh -1.9 and GalR3 antag -7.9.
For CCSc1nnc(NC(=O)c2cccc(S(=O)(=O)N(C)c3ccc(C)cc3)c2)s1 the results were NS3 helicase inh 2.8, PHOSPHO1 inh 14.1, GPR7 antagonist 1.3, OXTR ag 2.7, IMP-1 inhibitor -3.1, V1aR counter 4.9, FID counter -2.0, VIM-2 inh -3.2 and GalR3 antag 2.4.
For CSc1nnc(Cc2ccc3c(c2)OCO3)o1 the results were NS3 helicase inh 2.5, PHOSPHO1 inh 4.9, GPR7 antagonist -14.5, OXTR ag 0.8, IMP-1 inhibitor -4.2, V1aR counter 0.3, FID counter -4.7, VIM-2 inh -3.8 and GalR3 antag -1.7.
Screening O=c1c2ccccc2c(C=NC2CCS(=O)(=O)C2)c(O)n1-c1ccccc1 (stereo unspecified) returned NS3 helicase inh -1.8, PHOSPHO1 inh 16.8, GPR7 antagonist -4.5, OXTR ag 0.9, IMP-1 inhibitor -2.9, V1aR counter 1.4, FID counter -8.1, VIM-2 inh -5.7 and GalR3 antag -9.2.
Screening Cc1cccc(-c2noc(CN(C(=O)c3ccc4c(c3)OCO4)C(C)C)n2)c1 returned NS3 helicase inh -9.2, PHOSPHO1 inh -31.3, GPR7 antagonist -8.5, OXTR ag -0.5, IMP-1 inhibitor -2.8, V1aR counter 0.3, FID counter -32.6, VIM-2 inh -4.8 and GalR3 antag -4.8.
`Cc1ccc(C(=O)OCCN(C)Cc2ccccc2)cc1` gave NS3 helicase inh -1.3, PHOSPHO1 inh 47.1, GPR7 antagonist -2.4, OXTR ag -2.2, IMP-1 inhibitor -2.5, V1aR counter -0.7, FID counter -0.9, VIM-2 inh -0.4 and GalR3 antag 2.6.
`CC1CC(=O)NN=C1c1ccc(N)c([N+](=O)[O-])c1` (stereo unspecified) gave NS3 helicase inh 5.8, PHOSPHO1 inh -17.6, GPR7 antagonist -8.2, OXTR ag -0.2, IMP-1 inhibitor -2.3, V1aR counter 0.9, FID counter 1.4, VIM-2 inh -2.3 and GalR3 antag 64.2*.
`Cc1cccc(NC(=S)NC(C)CCc2ccccc2)c1` (stereo unspecified) gave NS3 helicase inh -6.2, PHOSPHO1 inh 6.0, GPR7 antagonist 3.6, OXTR ag -0.2, IMP-1 inhibitor -4.8, V1aR counter 3.8, FID counter -12.9, VIM-2 inh -8.2 and GalR3 antag -0.3.
Screening Cc1ccc(C)c(OC(C)C(=O)Nc2ccc(S(=O)(=O)Nc3nccs3)cc2)c1 (stereo unspecified) returned NS3 helicase inh 7.2, PHOSPHO1 inh 36.6, GPR7 antagonist -5.0, OXTR ag -0.2, IMP-1 inhibitor -1.0, V1aR counter 0.9, FID counter -45.8, VIM-2 inh -1.0 and GalR3 antag -7.1.
Screening C[C@H](NC(=O)c1ccccc1Cl)C(=O)OCCOc1ccc(Cl)cc1 returned NS3 helicase inh -11.6, PHOSPHO1 inh 35.7, GPR7 antagonist -15.4, OXTR ag -1.7, IMP-1 inhibitor -3.4, V1aR counter 2.3, FID counter -20.8, VIM-2 inh 0.3 and GalR3 antag -5.4.
`Clc1ccc(-c2nc3ccncc3[nH]2)cc1` gave NS3 helicase inh 1.6, PHOSPHO1 inh 49.5, GPR7 antagonist 5.5, OXTR ag -0.6, IMP-1 inhibitor -0.6, V1aR counter 0.2, FID counter 9.7, VIM-2 inh 1.8 and GalR3 antag -9.1.
Screening COC(=O)/C(C#N)=C/c1c(N2CCN(c3ccccc3)CC2)nc2ccccn2c1=O returned NS3 helicase inh 5.9, PHOSPHO1 inh 52.2, GPR7 antagonist -3.1, OXTR ag -2.1, IMP-1 inhibitor -1.7, V1aR counter -2.6, FID counter -28.0, VIM-2 inh -1.0 and GalR3 antag -8.8.
Cc1cc(C)n(-c2ccc(NC(=O)C3CCCCN3C(=O)c3cccs3)cc2)n1 (stereo unspecified) was read as NS3 helicase inh -7.7, PHOSPHO1 inh 32.7, GPR7 antagonist -2.7, OXTR ag 1.2, IMP-1 inhibitor -1.6, V1aR counter 3.7, FID counter -52.2, VIM-2 inh -0.6 and GalR3 antag -2.3.
Screening CC(=O)c1cccc(N(CC(=O)NC2CCCC2)C(=O)c2ccc(C)s2)c1 returned NS3 helicase inh 7.4, PHOSPHO1 inh 30.4, GPR7 antagonist 0.4, OXTR ag -0.5, IMP-1 inhibitor 1.1, V1aR counter 0.1, FID counter -29.4, VIM-2 inh -1.5 and GalR3 antag -8.2.
COc1ccccc1NC(=O)CNC(=O)c1ccccc1C was read as NS3 helicase inh 2.2, PHOSPHO1 inh -13.6, GPR7 antagonist 20.2, OXTR ag -0.1, IMP-1 inhibitor 0.8, V1aR counter -0.1, FID counter -6.7, VIM-2 inh -1.2 and GalR3 antag -3.5.
For CS(=O)(=O)N(CC(=O)N/N=C/c1ccccn1)c1ccc(Oc2ccccc2)cc1 the results were NS3 helicase inh -6.2, PHOSPHO1 inh -1.1, GPR7 antagonist -4.6, OXTR ag 3.2, IMP-1 inhibitor -2.2, V1aR counter 3.9, FID counter -33.5, VIM-2 inh -1.8 and GalR3 antag 0.1.
`COc1cccc(CNC(=S)NC2CCCC2)c1` gave NS3 helicase inh -4.8, PHOSPHO1 inh -6.4, GPR7 antagonist 4.1, OXTR ag -1.2, IMP-1 inhibitor -4.8, V1aR counter 2.0, FID counter -1.2, VIM-2 inh -1.1 and GalR3 antag -4.5.
CNC(=O)c1c(NC(=O)c2ccc(N3C(=O)CCC3=O)cc2)sc2c1CCCC2 was read as NS3 helicase inh -3.1, PHOSPHO1 inh -24.1, GPR7 antagonist -12.2, OXTR ag 4.2, IMP-1 inhibitor -1.3, V1aR counter 1.2, FID counter -16.8 and VIM-2 inh -0.7.
For CCOP(=O)(OCC)C(Nc1cccc([N+](=O)[O-])c1)c1ccc(OC)cc1 (stereo unspecified) the results were NS3 helicase inh -15.5, PHOSPHO1 inh 15.0, GPR7 antagonist 5.8, OXTR ag -2.0, IMP-1 inhibitor -4.1, V1aR counter -1.2, FID counter -19.2, VIM-2 inh -1.7 and GalR3 antag -1.4.
For CCOC(=O)c1c(C)[nH]c(C(=O)C(C)OC(=O)c2cccc(OCc3c(C)noc3C)c2)c1C (stereo unspecified) the results were NS3 helicase inh -22.5, PHOSPHO1 inh 3.9, GPR7 antagonist -12.2, OXTR ag 4.6, IMP-1 inhibitor -2.1, V1aR counter 5.9, FID counter -27.2, VIM-2 inh -2.8 and GalR3 antag 0.5.
For C=C1CCN([C@H](C(=O)Nc2ccc(OC)cc2)C(C)C)S(=O)(=O)c2ccccc21 the results were PHOSPHO1 inh -4.3, OXTR ag -2.0, V1aR counter -0.7 and GalR3 antag -5.0.
`Cc1ccc(-n2c(C)nn(Cc3ccc([N+](=O)[O-])cc3)c2=O)cc1` gave NS3 helicase inh 3.9, PHOSPHO1 inh 38.9, GPR7 antagonist -5.7, OXTR ag -0.1, IMP-1 inhibitor -0.8, V1aR counter 0.7, FID counter -5.2, VIM-2 inh -0.3 and GalR3 antag -3.9.
O=S(=O)(NN=C1CCCCCCC1)c1ccc(Br)cc1 was read as NS3 helicase inh 6.7, PHOSPHO1 inh -4.4, GPR7 antagonist -3.1, OXTR ag -0.4, IMP-1 inhibitor -1.8, V1aR counter 0.2, FID counter 1.2, VIM-2 inh -0.6 and GalR3 antag 1.3.
Screening O=C(c1ccc2c(c1)N(Cc1ccccc1)C(=O)CS2)N1CCOCC1 returned NS3 helicase inh -0.5, PHOSPHO1 inh 21.5, GPR7 antagonist -1.8, OXTR ag -0.2, IMP-1 inhibitor 0.3, V1aR counter -0.3, FID counter -15.8, VIM-2 inh 0.9 and GalR3 antag 2.8.
CCc1nc(SCC(=O)NCC2CCCO2)c2oc3ccccc3c2n1 (stereo unspecified) was read as NS3 helicase inh -1.4, PHOSPHO1 inh 4.4, GPR7 antagonist -6.5, OXTR ag 0.9, IMP-1 inhibitor -4.3, V1aR counter 2.2, FID counter -24.8, VIM-2 inh 0.2 and GalR3 antag -0.8.
